CHRM1 agonist: activates human CHRM1 receptor; actives 0.33% (n = 360,000); CHO-K1 hM1, Fluo-8 calcium fluorescence, agonist mode; 0% DMSO, 100% acetylcholine EC100; P11229; activation, % at 3 µM;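 active means activation above the run's mean compound activation plus 3 SD, cut at about 16% in these data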;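 further: peak over basal fluorescence ratio within a 140 s kinetic read after compound addition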
CHO-K1 Ca ag: nonselective activator or artifact in parental CHO-K1 cells; Fluo-8 calcium fluorescence; scaled to maximal ATP response, vehicle zero; activation, % at 3 µM; actives 0.48% (n = 360,000); in the data active means activation above about 15%;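 further: untransfected CHO-K1 host cells lacking M1 receptor as counterscreen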
OXTR potentiate: potentiators of human oxytocin receptor. P30559. CHO-OTR cells, Fluo-8 calcium fluorescence, potentiator mode; 0% = oxytocin EC15, 100% = EC100. activation, % at 3 µM. actives 0.061% (n = 320,000);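 active means activation above that plate's cutoff, the mean activation of tested compounds plus 3 SD, cut at about 6.6% in these data, passing the limit was not always enough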;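 further: 100% uses oxytocin at 75 nM as the full agonist control; some results filed as inactive read as strong as hits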
Target sequence (P30559 whole entry, looked up): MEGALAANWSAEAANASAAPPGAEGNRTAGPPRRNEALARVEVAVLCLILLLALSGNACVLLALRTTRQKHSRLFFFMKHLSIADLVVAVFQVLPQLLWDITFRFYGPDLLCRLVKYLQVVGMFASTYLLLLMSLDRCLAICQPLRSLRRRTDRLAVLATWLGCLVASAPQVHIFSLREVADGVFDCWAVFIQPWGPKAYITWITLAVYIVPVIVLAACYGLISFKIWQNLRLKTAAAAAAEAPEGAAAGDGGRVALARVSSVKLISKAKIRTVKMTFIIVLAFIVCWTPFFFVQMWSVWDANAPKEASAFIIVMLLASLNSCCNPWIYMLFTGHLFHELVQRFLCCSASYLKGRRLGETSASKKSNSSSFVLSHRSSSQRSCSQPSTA
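Assay system: CHO cell line stably expressing human OTR | Also added: Oxytocin at about EC15, sub-maximal agonist stimulus | Times: Compound 6 min at room temperature before oxytocin, 100 s read | Measured by: Fluo-8 intracellular calcium fluorescence, ex 470-495, em 515-575 nm | Controls: EC15 oxytocin alone as 0%, 75 nM oxytocin as 100%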
TAAR1 antagonist: human TAAR1 antagonism | Q96RJ0 | CHO RD-HGA16 TAAR1, Fluo-8 calcium fluorescence, antagonist | inhibition, % at 3 µM | actives 1.5% (n = 360,000);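 active means inhibition above a per-plate cutoff, the mean inhibition of test compounds on that plate plus 3 SD, cut at about 49% in these data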;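 further: 0% = DMSO plus EC80 beta-PEA response and 100% = DMSO alone without agonist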
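System: CHO RD-HGA16 cells bearing hTAAR1. Reagent: EC80 β-phenethylamine stimulus. Schedule: seeding 17-24 h prior, 75-min 37 °C, 30-min RT dye loading. Signal: Fluo-8 intracellular calcium dye fluorescence, real-time kinetic reads. Read-out: % inhibition from peak post-agonist over basal fluorescence ratio. Benchmarks: vehicle wells and EC80 agonist wells. Replicates: n of 1.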
V1R ag counter: counter-screen for oxytocin receptor agonists: human V1a receptor agonists; actives 0.25% (n = 320,000); activation, % at 3 µM; CHO-V1R cells, Fluo-8 calcium fluorescence, agonist mode; 0% DMSO, 100% 3 nM vasopressin; AID 2797; P37288;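 active means activation above the mean activation of all tested compounds plus 3 SD, per screening run, cut at about 20% in these data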;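 further: signal is peak over basal fluorescence ratio across a 100 second FLIPR read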
Target sequence (P37288 whole entry, looked up): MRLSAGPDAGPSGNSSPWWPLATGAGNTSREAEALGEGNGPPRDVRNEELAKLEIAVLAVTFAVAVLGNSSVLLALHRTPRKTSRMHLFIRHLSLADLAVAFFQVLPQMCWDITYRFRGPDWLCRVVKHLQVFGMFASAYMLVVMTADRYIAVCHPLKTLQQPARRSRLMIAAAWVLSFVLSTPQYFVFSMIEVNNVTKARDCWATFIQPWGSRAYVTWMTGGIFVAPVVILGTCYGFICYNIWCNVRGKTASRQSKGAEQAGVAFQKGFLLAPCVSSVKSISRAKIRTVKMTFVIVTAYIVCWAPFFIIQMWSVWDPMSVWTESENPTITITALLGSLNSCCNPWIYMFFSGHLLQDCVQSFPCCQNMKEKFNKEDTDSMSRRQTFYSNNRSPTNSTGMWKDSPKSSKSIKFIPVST
CHO-K1 Ca antag: M1 antagonist counterscreen hit in parental CHO-K1 cells | ATP-induced calcium, Fluo-8 fluorescence | inhibition, % at 3 µM | actives 0.6% (n = 360,000) | AID 602250;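 active means inhibition above a per-plate cutoff, the plate's mean sample inhibition plus 3 SD, cut at about 24% in these data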;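 further: 0% = DMSO plus EC80 ATP and 100% = DMSO alone without ATP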
M1 PAM parental: counter-screen for M1 PAMs: effect in parental CHO-K1 cells; ATP EC20, Fluo-8 calcium fluorescence; 0% at ATP EC20, 100% at ATP max; activation, % at 3 µM; actives 0.02% (n = 360,000); AID 602247;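 active means activation above the run cutoff, the mean activation of all test compounds plus 3 SD, cut at about 40% in these data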;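 further: peak over basal fluorescence ratio in a 140 s read after ATP addition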
CHO parental Ca: signal in parental CHO cells, OX1R antagonist counter-screen. parental CHO-K1, ATP-induced calcium, Fluo-8 fluorescence. inhibition, % at 5.6 µM. actives 0.63% (n = 330,000);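 active means inhibition above that plate's mean sample inhibition plus 3 SD, cut at about 26% in these data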;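 further: 0% = ATP-challenged DMSO wells and 100% = DMSO wells without ATP; some compounds past the cut are filed as inactive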
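Material: Parental CHO cells | Reagent: ATP | Compound dosing: Single nominal dose of 5.6 µM per compound | Detection: Intracellular calcium via Fluo-8 no-wash fluorescent dye | Read-out: % inhibition of ATP-induced calcium mobilization | Benchmarks: Low control ATP plus DMSO, high control DMSO only | Replicates: Singlicate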
TAAR1 ag: human TAAR1 agonism | Q96RJ0 | CHO RD-HGA16 TAAR1, Fluo-8 calcium fluorescence; vehicle wells 0%, saturating PEA agonist 100% | activation, % at 3 µM | actives 0.99% (n = 360,000) | AID 624467;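 active means activation above the mean activation of all test compounds in the run plus 3 SD, cut at about 38% in these data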
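Assay system – CHO-derived RD-HGA16 cells with stable Gα16 and human TAAR1 · Compound dosing – one-point dosing at 3 µM (nominal) · Incubation – 17-24 h seeding, 75 min 37 °C dye, 30 min RT · Measured by – kinetic Fluo-8 calcium fluorescence · Control set – DMSO vehicle as 0%, PEA at EC100 as 100% · Repeats – single well for each compound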
Active calls of the source: *; . = not tested or not shown; & = joins results of further samples; ! = not active in a repeat.

Second line of a record – CHRM1 agonist	CHO-K1 Ca ag	OXTR potentiate	TAAR1 antagonist	V1R ag counter	CHO-K1 Ca antag	M1 PAM parental	CHO parental Ca	TAAR1 ag
1	O=C(NCCN1CCOCC1)c1cc(-c2ccco2)on1
    0	0.0	3	6	0.4	-3	-3	-7	2
2	NC(=O)NC(=O)CSc1nnc(-c2ccc(Cl)cc2)n1CC1CCCO1 (centres undefined)
    0	0.1	-7	-5	0.6	-14	22	-2	7
3	COc1ccc(NC(=O)CSc2nncn2C)c([N+](=O)[O-])c1
    -7	0.0	-1	-3	0.0	-3	5	-9	2
4	CCn1ccnc1CN1CCCC(C(=O)c2ccc3cc(OC)ccc3c2)C1 (centres undefined)
    -9	9.6	-11	-15	5.5	-15	11	-24	3
5	Cc1cccc(NC(=S)Nc2cccc3ccccc23)c1
    -2	1.5	-8	-4	0.4	-4	-3	-16	-1
6	CCN(CC)C(=O)C1CCCN(C(=O)c2cc(COc3ccc4ncccc4c3)on2)C1 (centres undefined)
    2	11	-13	-6	6.9	-2	8	-11	12
7	Cc1ccc(S(=O)(=O)N2CCC(=O)N(C(COCc3ccccc3)C(C)C)CC2)cc1 (centres undefined)
    -4	-0.6	-5	18	-0.9	-14	14	-19	9
8	N=c1c(C(=O)NC2CCCC2)cc2c(=O)n3ccccc3nc2n1C1CCCCC1
    -10	0.7	1	-15	0.8	-16	10	-4	4
9	Cc1ccc(C)c(OCCC(=O)OCC(=O)NCCNC(=O)COC(=O)CCOc2cc(C)ccc2C)c1
    3	15	-15	87*	8.8	27*	-16	0	20
10	COc1ccc(C)cc1NC(=O)C(=O)c1cn(CC(=O)N2CCCC2)c2ccccc12
    -4	2.3	-7	4	0.3	-17	13	-17	1
11	CCOC(=O)c1c(NC(=O)CS(=O)(=O)c2cn(CC)c3ccccc23)sc2c1CCCCC2
    -1	0.0	2	-20	0.3	-6	14	21	-1
12	CC(=O)Cc1nsc(NC(=O)c2ccc(F)cc2)n1
    -2	2.9	-8	-9	2.2	-12	6	0	5
13	Cn1c(=O)c(Nc2ccc(O)cc2)c2c3c(cccc31)C(=O)c1ccccc1-2
    -5	0.1	-1	13	-1.8	2	2	-7	-2
14	O=C(NCc1ccccc1Cl)[C@H]1CCCN1C(=O)[C@H]1CCCN1C(=O)c1cccc2ccccc12
    .	16*	.	1	.	0	3	.	6
15	CN(Cc1ccccc1)C(=O)c1ccccc1N(C)S(=O)(=O)c1ccccc1
    -1	1.3	.	6	.	3	-16	.	5
16	COc1ccccc1-n1c(C)nc2cc(C(=O)NCC3CCCO3)ccc21 (centres undefined)
    -1	0.5	-11	7	-0.1	2	-10	-10	0
17	COc1cccc(N(CC(=O)NC2CCCCC2)C(=O)CCCC(=O)Nc2ccccn2)c1
    -6	0.2	-5	-5	-0.2	-7	7	-11	0
18	COc1ccccc1-c1cc(C(F)(F)F)nc(NCc2ccco2)n1
    -2	0.3	-10	-7	1.4	-7	1	-26	5
19	COc1ccc(C2CC(c3ccc(C)cc3)Nc3nc(N)nn32)cc1 (centres undefined)
    -2	0.8	-4	6	0.8	-6	13	-11	8
20	CCOc1ccc2cc(C(=O)NCc3ccccc3)c(=N)oc2c1
    -4	1.5	-7	3	0.3	0	6	1	5

Ordered by value in OXTR potentiate (lowest first): some entries from above.
No.	compound	OXTR potentiate
6	CCN(CC)C(=O)C1CCCN(C(=O)c2cc(COc3ccc4ncccc4c3)on2)C1 (centres undefined)	-13
4	CCn1ccnc1CN1CCCC(C(=O)c2ccc3cc(OC)ccc3c2)C1 (centres undefined)	-11
2	NC(=O)NC(=O)CSc1nnc(-c2ccc(Cl)cc2)n1CC1CCCO1 (centres undefined)	-7

(more compounds)
Second line of a record – CHRM1 agonist	CHO-K1 Ca ag	OXTR potentiate	TAAR1 antagonist	V1R ag counter	CHO-K1 Ca antag	M1 PAM parental	CHO parental Ca	TAAR1 ag
21	O=S(=O)(c1ccccc1)N1CN(Cc2ccc(F)cc2)c2nc3ccccc3nc21
    -4	0.8	-1	-13	0.3	-17	-2	-18	1
22	Cc1ccccc1NC(=O)CSc1ccsc1[N+](=O)[O-]
    -3	0.6	-4	24	0.7	-1	13	-8	1
23	CCCNC(=O)c1cc(C2CCCCN2S(=O)(=O)c2ccc(C#N)cc2)on1 (centres undefined)
    -9	0.6	.	-12	.	-10	22	.	-1
24	Cc1ccc(C)c(NC(=O)CCN2CCN(C)CC2)c1
    -3	1.3	-2	-4	0.6	-14	25	-10	3
25	COc1cc(/C=N/n2nnnc2N)cc(OC)c1OC
    -2	0.4	-8	-11	-1.5	-1	3	2	13
26	COc1ccc(C(=O)Nc2nc3ccccc3s2)cc1
    -3	0.3	-15	5	0.0	-8	6	-16	2
27	NC(=O)c1ccccc1NC(=O)CSc1nc2c(c(=O)[nH]1)CCCC2
    -2	0.6	0	-11	-0.4	-11	-3	-9	3
28	CCn1c(C)nnc1SCC(=O)Nc1ccc2c(c1)OCCO2
    -3	-0.1	-8	-10	-0.3	-6	-1	-7	-5
29	CCC(C)c1ccc(O)c(/C=N/O)c1 (centres undefined)
    -4	0.0	-2	9	-0.3	-10	17	4	8
30	COc1ccc(Br)cc1S(=O)(=O)n1nc(C)cc1C
    -5	-0.3	5	-11	0.0	2	4	-13	0
31	O=C1NC[C@H](CCCCN2C[C@H](Cc3ccccc3)N(Cc3ccccc3)C(=O)C2=O)N(CC2CCCCC2)C1=O
    .	-0.2	.	-11	.	-5	-4	.	0
32	CC(O)Cc1cn(CC(=O)N2CCN(C(=O)OC(C)(C)C)CC2)nn1 (centres undefined)
    -2	-0.2	-5	2	0.1	7	-19	3	12
33	Cn1cccc1-c1cc(C(=O)N2CCc3c([nH]c4ccccc34)C2c2ccccn2)[nH]n1 (centres undefined)
    -2	0.0	-6	-16	0.0	-25	29	-27	7
34	Cc1ccc2nc3c(c(C(=O)OC4CCOC4=O)c2c1)CCCC3 (centres undefined)
    -5	3.2	-10	-5	-1.3	-12	1	-3	1
35	COc1ccc(CNC(=O)c2ccc(Cn3nc(C)cc3C)o2)cc1
    -3	2.0	-4	4	1.6	-13	0	-22	0
36	c1ccc(CNc2nc(NCC3CC3)nc3cc(-c4ccccc4)sc23)cc1
    0	0.1	.	8	.	9	-8	.	-2
37	COc1ccccc1C(c1nnnn1Cc1ccccc1)N1CCC(C(N)=O)CC1 (centres undefined)
    -2	-0.3	-5	-1	0.8	-21	26	-6	13
38	COc1cc(Cl)cc(C2NC(=S)NC(c3ccccc3)=C2C(C)=O)c1OCC(=O)O (centres undefined)
    -8	0.2	-6	9	0.8	13	-5	0	6
39	COC(=O)c1cc(-c2c(-c3ccc4c(c3)OCO4)noc2-c2ccsc2)cc([N+](=O)[O-])c1
    -5	0.8	-7	-11	1.4	-9	11	-10	9
40	O=C(N(Cc1ccccc1)c1ccccn1)C12CC3CC(CC(C3)C1)C2
    -4	0.6	-3	13	-1.0	8	10	-19	19
41	CN(C)CCCN(C(=O)c1ccc(S(=O)(=O)N2CCCCCC2)cc1)c1nc2c(F)cc(F)cc2s1
    -6	1.1	3	-5	1.0	-4	10	-34	25
42	O=C(NCc1cccnc1)c1cccnc1Sc1ccc(Cl)cc1
    -6	1.4	5	2	0.4	-6	19	-5	6
43	CCn1c(C(=O)N2CCCC(C(=O)NCCCc3ccccc3)C2)cc2sccc21 (centres undefined)
    -7	6.1	-5	28	6.3	-15	0	-9	10
44	COC(=O)C1=C(O)/C(=C\c2ccc(CNC(=O)C(=O)Nc3ccc(C)cc3)o2)N=C1C
    -3	0.1	-15	-1	1.6	-25	17	-9	16
45	O=C(COC(=O)c1cc(Br)ccc1O)NC12CC3CC(CC(C3)C1)C2
    0	0.9	-11	34	1.2	-12	15	-2	3
46	COc1ccc(C(=O)N/N=C/C(Br)=C/c2ccccc2)cc1
    -6	3.7	-4	-5	-0.8	-12	24	-12	7
47	O=C(Nc1ccc(Cl)c(S(=O)(=O)N2CCCCC2)c1)c1ccco1
    -3	4.2	-3	-3	1.6	-15	15	-20	4
48	C=CCNC(=O)/C(=C\c1ccc([N+](=O)[O-])cc1)NC(C)=O
    1	3.0	-14	-12	7.2	7	0	0	5
49	Cc1cccc(NC(=O)CSc2nnc(-c3ccco3)o2)c1C
    -2	0.1	-5	2	-0.1	-2	13	-13	6
50	O=C1CCCN1CCCNC(=S)Nc1ccc(F)c(Cl)c1
    0	5.0	-5	-7	2.9	2	3	4	12
51	O=C(CSc1ccccc1)NCC1(N2CCOCC2)CCCCC1
    -5	0.4	7	-22	-0.3	-10	1	-11	1
52	CCOC(=O)c1cc2c(ccn2C)n1Cc1ccc(C#N)cc1
    -4	0.4	-16	3	-0.7	-11	10	-4	8
53	Cc1cc(NS(=O)(=O)c2ccc(NC(=O)c3cc4cc(Br)ccc4oc3=O)cc2)no1
    -5	1.0	-7	-4	0.4	-1	11	-9	-1
54	CCOC(=O)c1c(C)n(C)c2ccc(OC)c(NC(=O)CN3CCCCC3)c12
    -3	0.2	-3	-8	0.6	-3	2	-19	2
55	O=S(=O)(Nc1ccc2cn[nH]c2c1)c1ccc(Cl)s1
    1	2.4	-10	19	2.8	-7	7	4	0
56	CC(C)(C)c1ccccc1NC(=O)c1cc(-c2ccncc2)nc2ccccc12
    -4	0.0	-6	21	-0.6	-4	8	-25	6
57	CCC(C)Sc1cccc(-c2nc3ccc(C)cn3c2NC2CCCCC2)c1 (centres undefined)
    -4	-0.1&1.3	-11	57*!	-0.1	-9&-20	8&4	0	24&0
58	CCOC(=O)c1ccc(NS(=O)(=O)N2CCCCCC2)cc1
    2	1.0	-16	12	0.8	5	6	-12	19
59	COc1ccccc1-n1cnc2cc(NCc3ccccn3)ccc21
    -13	0.4	-9	12	2.6	-15	11	-7	2
60	NC(=O)c1ccc(NC(=O)COC(=O)c2cccc(Oc3ccccc3)c2)cc1
    -3	0.9	-3	0	1.3	-4	11	8	8
61	CCCCC(CC)CNC(=O)CC1Nc2c3ccccc3nc(=S)n2C1=O (centres undefined)
    -5	1.1	-1	-22	0.2	-16	6	-9	-1
62	Cc1c(Cl)cccc1NC(=O)COC(=O)CCc1nc2ccccc2n1-c1ccccc1
    -7	1.8	-8	8	-0.7	-7	15	-31	5
63	C=C1CCN([C@H](C(=O)NCc2ccccc2)C(C)C)S(=O)(=O)c2ccccc21
    3	-0.4	0	3	2.2	-12	17	-19	10

High-throughput results from PubChem BioAssay.

This is a random part of the collection. Share with any hit: about 3.3%.
